Screens: PubChem BioAssay, several laboratories
CR mimetic SO = yeast age-related superoxide inhibition as caloric restriction mimetic. S. cerevisiae aged cells, superoxide DHE fluorescence; hits give low values. superoxide response (% of plate mean), % at 10 µM. 0.18% of 330,000 active;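 active = superoxide response under a set limit, about three screen SD below normal, cut at about 65% in these data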;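 also: yeast aged for seven days with compound at 30 °C before DHE staining; 100% = average MFI of all compound-treated wells on the plate with controls excluded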
BCLXL inh = inhibitors of human Bcl-xL; Q07817; GST-Bcl-xL / FITC-Bim BH3 peptide fluorescence polarization; inhibition, % at 10.9 µM; 0.7% of 320,000 active;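 active = inhibition above the mean of all tested compounds plus 3 SD, cutoff set per campaign, cut at about 30% in these data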;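 also: 0% = DMSO wells and 100% = unlabeled Bim-BH3 peptide competitor; inhibitors lower millipolarization by displacing the labeled peptide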
Target sequence (Q07817 whole entry, looked up): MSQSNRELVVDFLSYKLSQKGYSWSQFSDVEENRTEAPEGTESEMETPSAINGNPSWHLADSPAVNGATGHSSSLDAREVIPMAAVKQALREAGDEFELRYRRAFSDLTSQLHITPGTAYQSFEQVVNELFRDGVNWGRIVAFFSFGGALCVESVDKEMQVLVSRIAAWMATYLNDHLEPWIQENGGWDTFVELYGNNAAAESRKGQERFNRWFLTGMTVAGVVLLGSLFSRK
VLA-4 inh = inhibition in a human VLA-4 binding assay; P13612; VLA-4 expressing cells, ligand binding flow cytometry; inhibition, % (about 7 µM as worked out from the volumes in the protocol); 0.2% of 330,000 active; in the data active = inhibition above about 50%
GLD-1 TGE inh = GLD-1-TGE RNA interaction inhibition (C. elegans) | Q17339 | purified GLD-1 + fluorescein TGE RNA, fluorescence polarization | inhibition, % at 5.96 µM | 0.44% of 320,000 active | AID 2280;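 active = percent inhibition above a per-plate cutoff, the plate mean of test compounds plus 3 SD, cut at about 30% in these data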;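 also: 0% = DMSO wells with GLD-1 and probe and 100% = wells lacking GLD-1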
Target sequence (Q17339 whole entry, looked up): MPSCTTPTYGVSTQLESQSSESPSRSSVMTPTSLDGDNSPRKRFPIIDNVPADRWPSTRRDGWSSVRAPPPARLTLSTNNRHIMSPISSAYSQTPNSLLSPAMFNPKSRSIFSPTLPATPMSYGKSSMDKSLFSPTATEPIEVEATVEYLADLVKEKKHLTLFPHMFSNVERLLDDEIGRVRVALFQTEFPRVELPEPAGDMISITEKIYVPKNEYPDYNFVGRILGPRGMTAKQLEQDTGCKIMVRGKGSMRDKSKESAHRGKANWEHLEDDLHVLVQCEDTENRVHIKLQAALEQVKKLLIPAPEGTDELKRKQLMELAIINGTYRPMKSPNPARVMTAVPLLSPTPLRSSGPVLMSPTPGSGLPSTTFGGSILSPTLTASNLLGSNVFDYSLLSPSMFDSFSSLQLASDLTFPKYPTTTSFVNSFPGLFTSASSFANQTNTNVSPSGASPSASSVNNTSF
GRK2 aptamer HTS = human GRK2 inhibition via aptamer displacement. P25098. bead flow cytometry, FAM-aptamer displacement from GRK2. inhibition of aptamer binding, % at 10 µM. 0.59% of 330,000 active;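 active = inhibition of aptamer binding above 40%, roughly 3 SD of noise, on plates passing a quality check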;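 also: median bead fluorescence of bound FAM aptamer so fluorescent compounds give negative values; no value below 0 was filed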
MEX-5 binding = C. elegans MEX-5 TCR-2 RNA binding activity | MEX-5/FITC-TCR2 RNA binding, fluorescence polarization; hits give low values | AID 1832 | activity score (negative = inhibition of binding), % at 10 µM | 0.38% of 300,000 active;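 active = inhibition past about -25% in most replicates, and total fluorescence under double the plate's negative control median, limit read from the data; inconclusive = replicates evenly split on the limit, or fluorescence at least double controls; inactive = too little inhibition in most replicates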;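 also: 0% = DMSO and -100% = 5 µM competing unlabeled TCR2 RNA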
MCL1 BIM primary = MCL1-BIM-BH3 interaction inhibition (human); Q07820; GST-MCL1 / FITC-Bim-BH3 fluorescence polarization; inhibition, % at 10.9 µM; 0.68% of 320,000 active;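 active = inhibition above the mean inhibition of all tested compounds plus 3 SD, set per campaign, cut at about 40% in these data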;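 also: 0% = DMSO wells and 100% = unlabeled Bim-BH3 peptide control; higher means more loss of mP so more displacement of Bim peptide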
Target sequence (Q07820 whole entry, looked up): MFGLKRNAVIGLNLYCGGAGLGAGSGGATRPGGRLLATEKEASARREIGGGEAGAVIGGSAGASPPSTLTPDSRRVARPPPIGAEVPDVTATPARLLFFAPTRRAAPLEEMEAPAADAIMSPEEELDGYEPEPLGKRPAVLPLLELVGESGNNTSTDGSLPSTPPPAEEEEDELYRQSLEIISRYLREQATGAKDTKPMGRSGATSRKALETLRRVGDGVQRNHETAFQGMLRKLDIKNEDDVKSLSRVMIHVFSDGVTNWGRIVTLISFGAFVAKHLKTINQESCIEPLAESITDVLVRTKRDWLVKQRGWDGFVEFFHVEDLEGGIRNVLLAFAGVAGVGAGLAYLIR
CIT2 TOR yeast = modulators of TOR pathway CIT2-GFP in S. cerevisiae; S. cerevisiae CIT2-GFP strain, flow cytometry, 3 h; 100 means same as DMSO wells; GFP response vs DMSO, % at 10 µM; 0.065% of 320,000 active; AID 2029;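 active = GFP response relative to DMSO above a set limit, near the screen mean plus 3 SD, cut at about 150% in these data; inconclusive = Fewer than 70 cells measured for a yeast strain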;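 also: ratio of well median GFP fluorescence to mean of DMSO wells on the plate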
AGP1-GFP MLPCN = alters AGP1-GFP fluorescence in TOR pathway yeast screen; S. cerevisiae AGP1-GFP multiplex flow cytometry, 3 h; GFP as percent of DMSO wells; 0.02% of 320,000 active; GFP response vs DMSO, % at 10 µM;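 active = GFP response relative to DMSO above a set limit, near screen average plus 3 SD, cut at about 150% in these data; inconclusive = fewer than 70 cells counted for the yeast strain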;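 also: median GFP channel fluorescence of the gated AGP1 strain per well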
* = called active by the depositor; [ ] = dose if it differs, or a comment.

Cc1cccc(/C=C\c2nc3ccccc3c(=O)[nH]2)c1 was read as CR mimetic SO 109, BCLXL inh 0, VLA-4 inh 2, GLD-1 TGE inh 4, GRK2 aptamer HTS 0, MEX-5 binding 0.0, MCL1 BIM primary 0, CIT2 TOR yeast 98 and AGP1-GFP MLPCN 98.
Screening O=C(CSCc1c(F)cccc1Cl)NCc1cccnc1 returned CR mimetic SO 98, BCLXL inh -2, VLA-4 inh -3, GLD-1 TGE inh 9, GRK2 aptamer HTS 0, MEX-5 binding -0.3, MCL1 BIM primary -14, CIT2 TOR yeast 107 and AGP1-GFP MLPCN 99.
For CCSc1nnc(N2C(=O)C(O)=C(C(=O)c3ccco3)C2c2cccc(OC)c2)s1 (stereo not given) the results were CR mimetic SO 108, BCLXL inh 60*, VLA-4 inh -4, GLD-1 TGE inh 79*, GRK2 aptamer HTS 1, MEX-5 binding -1.5, MCL1 BIM primary 60*, CIT2 TOR yeast 98 and AGP1-GFP MLPCN 105.
CCOC(=O)c1cccc(NC(=O)COc2nsnc2N2CCOCC2)c1 was read as CR mimetic SO 100, BCLXL inh -2, VLA-4 inh 3, GLD-1 TGE inh -7, GRK2 aptamer HTS 0, MEX-5 binding 3.2, MCL1 BIM primary -9, CIT2 TOR yeast 94 and AGP1-GFP MLPCN 88.
O=C(O)CCc1ccc(-c2ccccc2)n1NC(=O)c1sc2ccccc2c1Cl was read as CR mimetic SO 87, BCLXL inh 5, VLA-4 inh -9, GLD-1 TGE inh -4, GRK2 aptamer HTS 2, MEX-5 binding -5.2, MCL1 BIM primary 1, CIT2 TOR yeast 108 and AGP1-GFP MLPCN 109.
`C=CCN1C(=O)C2C(C(=O)NC3CCCC3)C3(C)C=CC2(O3)C1C(=O)NC1CCCC1` (stereo not given) gave CR mimetic SO 111, BCLXL inh 6, VLA-4 inh -5, GLD-1 TGE inh 3, GRK2 aptamer HTS 0, MEX-5 binding 0.3, MCL1 BIM primary 3, CIT2 TOR yeast 105 and AGP1-GFP MLPCN 104.
CSC(=O)NC(=O)NC(=O)c1ccc([N+](=O)[O-])cc1 was read as CR mimetic SO 111, BCLXL inh 7, VLA-4 inh 10, GLD-1 TGE inh 2, GRK2 aptamer HTS 1, MEX-5 binding -2.4, MCL1 BIM primary -7, CIT2 TOR yeast 97 and AGP1-GFP MLPCN 99.
For O=C(Oc1cc(Cl)ccc1Cl)c1ccc(N2CCOCC2)c([N+](=O)[O-])c1 the results were CR mimetic SO 99, BCLXL inh 0, VLA-4 inh 0, GLD-1 TGE inh 4, GRK2 aptamer HTS 0, MEX-5 binding -0.5, MCL1 BIM primary -11, CIT2 TOR yeast 98 and AGP1-GFP MLPCN 92.
`COc1ccc2[nH]c3ccccc3c2c1` gave CR mimetic SO 97, BCLXL inh 3, VLA-4 inh -383, GLD-1 TGE inh 2, GRK2 aptamer HTS 0, MEX-5 binding 0.7, MCL1 BIM primary 4, CIT2 TOR yeast 113 and AGP1-GFP MLPCN 99.
COc1ccc(N2CCN(C(=O)CCNS(=O)(=O)c3ccc(Br)s3)CC2)cc1 was read as CR mimetic SO 102, BCLXL inh 6, VLA-4 inh -7, GLD-1 TGE inh 3, GRK2 aptamer HTS 1, MEX-5 binding 1.2, MCL1 BIM primary -4, CIT2 TOR yeast 94 and AGP1-GFP MLPCN 94.
Screening O=C(NCc1ccccc1)C(=O)Nc1cccc(C(=O)O)c1 returned CR mimetic SO 77, BCLXL inh 4, VLA-4 inh 49, GLD-1 TGE inh 4, GRK2 aptamer HTS 0, MEX-5 binding 0.4, MCL1 BIM primary 0, CIT2 TOR yeast 90 and AGP1-GFP MLPCN 102.
For CC1(C)C(=O)OC(c2cccn2-c2cccc([N+](=O)[O-])c2)C2(CCCCC2)C1=O (stereo not given) the results were CR mimetic SO 105, BCLXL inh 3, VLA-4 inh -8, GLD-1 TGE inh 2, GRK2 aptamer HTS 2, MEX-5 binding -1.1, MCL1 BIM primary 7, CIT2 TOR yeast 106 and AGP1-GFP MLPCN 106.
Screening CC(C)c1nc2c(c(=O)c3ccccc3n2C)c(=O)n1CCc1ccccc1 returned CR mimetic SO 103, BCLXL inh 1, VLA-4 inh 9, GLD-1 TGE inh 1, GRK2 aptamer HTS 2, MEX-5 binding 0.6, MCL1 BIM primary 3, CIT2 TOR yeast 95 and AGP1-GFP MLPCN 99.
Screening Cc1ccc2nc(SCC(=O)Nc3ncccn3)[nH]c2c1 returned CR mimetic SO 102, BCLXL inh 6, VLA-4 inh -8, GLD-1 TGE inh 4, GRK2 aptamer HTS 5, MEX-5 binding 2.9, MCL1 BIM primary 11, CIT2 TOR yeast 94 and AGP1-GFP MLPCN 97.
CCCN(CCC)CCNC(=O)c1cc2c(=O)n(CC)c3ccccc3c2s1 was read as CR mimetic SO 106, BCLXL inh 8, VLA-4 inh 6, GLD-1 TGE inh 6, GRK2 aptamer HTS 0, MEX-5 binding 3.0, MCL1 BIM primary 5, CIT2 TOR yeast 89 and AGP1-GFP MLPCN 102.
`COc1cc(/C=N/NC(=O)NC23CC4CC(CC(C4)C2)C3)ccc1O` gave CR mimetic SO 115, BCLXL inh 7, VLA-4 inh 2, GLD-1 TGE inh -4, GRK2 aptamer HTS 0, MEX-5 binding 4.1, MCL1 BIM primary 1, CIT2 TOR yeast 97 and AGP1-GFP MLPCN 85.
Screening COc1ccc(C)cc1N(CC(N)=O)S(=O)(=O)c1ccc(C)cc1 returned CR mimetic SO 102, BCLXL inh 4, VLA-4 inh -5, GLD-1 TGE inh 1, GRK2 aptamer HTS 0, MEX-5 binding 1.9, MCL1 BIM primary 4, CIT2 TOR yeast 98 and AGP1-GFP MLPCN 101.
For Cc1cccc(C)c1OCC(O)CNC(C)(C)C (stereo not given) the results were CR mimetic SO 99, BCLXL inh 2, VLA-4 inh -5, GLD-1 TGE inh 3, GRK2 aptamer HTS 27, MEX-5 binding -0.1, MCL1 BIM primary 6, CIT2 TOR yeast inconclusive and AGP1-GFP MLPCN 26[may fluoresce violet].
CC(=O)c1ccc(N2CCN(S(=O)(=O)c3ccc4c(c3)CC(C)N4C(=O)C3CC3)CC2)cc1 (stereo not given) was read as CR mimetic SO 115, BCLXL inh 5, VLA-4 inh 7, GLD-1 TGE inh 4, GRK2 aptamer HTS 3, MEX-5 binding 1.3, MCL1 BIM primary -3, CIT2 TOR yeast 102 and AGP1-GFP MLPCN 114.
Screening Cc1[nH]n(-c2ccc(F)cc2)c(=O)c1C=Nc1ccc(S(=O)(=O)N(C)C)cc1 returned CR mimetic SO 92, BCLXL inh 7, VLA-4 inh 3, GLD-1 TGE inh -2, GRK2 aptamer HTS 3, MEX-5 binding 1.6, MCL1 BIM primary -5, CIT2 TOR yeast 100 and AGP1-GFP MLPCN 99.
For COC(=O)Cc1cnc(NC(=O)C2C3CCC(C3)C2C(=O)O)s1 (stereo not given) the results were CR mimetic SO 105, BCLXL inh 4, VLA-4 inh 18, GLD-1 TGE inh 3, GRK2 aptamer HTS 9, MEX-5 binding 0.2, MCL1 BIM primary 1, CIT2 TOR yeast 91 and AGP1-GFP MLPCN 107.
Screening CCCCC(=O)O returned CR mimetic SO 135, BCLXL inh 1, VLA-4 inh 13, GLD-1 TGE inh 0, GRK2 aptamer HTS 2, MEX-5 binding -1.5, MCL1 BIM primary 4, CIT2 TOR yeast 104 and AGP1-GFP MLPCN 101.
O=C(NCCc1ccccc1)c1ccc(NS(=O)(=O)c2ccc3[nH]c(=O)[nH]c3c2)cc1 was read as CR mimetic SO 98, BCLXL inh 4, VLA-4 inh -1, GLD-1 TGE inh 0, GRK2 aptamer HTS 1, MEX-5 binding -1.1, MCL1 BIM primary -2, CIT2 TOR yeast 84 and AGP1-GFP MLPCN 86.
Screening O=C(c1cccc(F)c1)N1CCN(c2ccc([N+](=O)[O-])c(N3CCCCC3)c2)CC1 returned CR mimetic SO 116, BCLXL inh 5, VLA-4 inh 1, GLD-1 TGE inh 0, GRK2 aptamer HTS 0, MEX-5 binding -1.7, MCL1 BIM primary 0, CIT2 TOR yeast 97 and AGP1-GFP MLPCN 90.
CCOC(=O)C1(Cc2ccccc2)NC(c2ccccc2F)C2C(=O)N(CC)C(=O)C21 (stereo not given) was read as CR mimetic SO 99, BCLXL inh -1, VLA-4 inh 0, GLD-1 TGE inh 0, GRK2 aptamer HTS 0, MEX-5 binding 0.0, MCL1 BIM primary -1, CIT2 TOR yeast 107 and AGP1-GFP MLPCN 108.
C/C(=N/NC(=O)C1CCCC1)c1ccc(NC(=O)C(F)(F)F)cc1 was read as CR mimetic SO 113, BCLXL inh -3, VLA-4 inh 2, GLD-1 TGE inh -1, GRK2 aptamer HTS 0, MEX-5 binding 2.3, MCL1 BIM primary -5, CIT2 TOR yeast 103 and AGP1-GFP MLPCN 99.
O=C(c1ccc2nsnc2c1)N1CCN(c2ccc([N+](=O)[O-])cc2)CC1 was read as CR mimetic SO 99, BCLXL inh 0, VLA-4 inh 23, GLD-1 TGE inh 0, GRK2 aptamer HTS 1, MEX-5 binding -0.2, MCL1 BIM primary -6, CIT2 TOR yeast 97 and AGP1-GFP MLPCN 100.
Screening COc1ccc(-n2c(=O)cc(N3CCN(c4ccccc4)CC3)[nH]c2=O)cc1 returned CR mimetic SO 95, BCLXL inh -5, VLA-4 inh 1, GLD-1 TGE inh -8, GRK2 aptamer HTS 0, MEX-5 binding 1.4, MCL1 BIM primary -13, CIT2 TOR yeast 93 and AGP1-GFP MLPCN 95.
`CC1(C)CC(=O)C2=C(C1)NC(=O)CC2c1cc(F)ccc1F` (stereo not given) gave CR mimetic SO 103, BCLXL inh 12, VLA-4 inh 1, GLD-1 TGE inh 0, GRK2 aptamer HTS 0, MEX-5 binding 0.6, MCL1 BIM primary 14, CIT2 TOR yeast 86 and AGP1-GFP MLPCN 93.
Screening [O-]/[N+](=C\c1ccc(OC(F)F)cc1)c1ccccc1 returned CR mimetic SO 89, BCLXL inh 5, VLA-4 inh 22, GLD-1 TGE inh -1, GRK2 aptamer HTS 0, MEX-5 binding 1.0, MCL1 BIM primary 1, CIT2 TOR yeast 115 and AGP1-GFP MLPCN 95.
`N#Cc1ccc(Oc2ccc(S(=O)(=O)N3CCCC3)cn2)cc1` gave CR mimetic SO 102, BCLXL inh 7, VLA-4 inh 6, GLD-1 TGE inh -3, GRK2 aptamer HTS 1, MEX-5 binding -1.2, MCL1 BIM primary 9, CIT2 TOR yeast 104 and AGP1-GFP MLPCN 110.
O=C(CCNc1ccc(Cl)cc1)c1cccs1 was read as CR mimetic SO 98, BCLXL inh 2, VLA-4 inh 7, GLD-1 TGE inh 7, GRK2 aptamer HTS 3, MEX-5 binding -0.5, MCL1 BIM primary 0, CIT2 TOR yeast 87 and AGP1-GFP MLPCN 95.
Screening Cn1c(CSCc2ccc(Cl)cc2)nnc1SCC(=O)Nc1nc2ccccc2s1 returned CR mimetic SO 90, BCLXL inh 5, VLA-4 inh -3, GLD-1 TGE inh 8, GRK2 aptamer HTS 6, MEX-5 binding 2.2, MCL1 BIM primary 1, CIT2 TOR yeast 103 and AGP1-GFP MLPCN 100.
